Compound activity: PubChem, several laboratories
FadD28 binding: blocks FadD28 binding to the bisubstrate probe | inhibition, % at 12.5 µM | 0.22% of 360,000 active | fluorescence polarization; in the data active means inhibition above about 8.5%, passing the limit was not always enough; inconclusive means no clear call, values can overlap the other calls
BoNT F protease: BoNT F light chain protease inhibition; AID 588497; Multiplex microsphere protease cleavage assay, flow cytometry; inhibition, % at 10 µM; 0.22% of 360,000 active; in the data active means inhibition above about 35%, passing the limit was not always enough; inconclusive means no clear call, values can overlap the other calls; further: plate controls were buffer without enzyme for full effect and enzyme alone for no effect
BioA inh: blocks M. tuberculosis BioA enzyme activity; 0.096% of 360,000 active; inhibition, % at 9.99 µM; purified M. tuberculosis BioA enzyme, plate reader; AID 602481; in the data active means inhibition above about 40%; inconclusive means no clear call, values can overlap the other calls
Anthrax LF inh2: blocks Bacillus anthracis lethal factor protease. P15917. multiplex microsphere protease cleavage assay, LF. inhibition, % at 10 µM. 0.12% of 360,000 active; further: plate controls were buffer without enzyme for full effect and enzyme alone for no effect
Target sequence (P15917 whole entry, looked up): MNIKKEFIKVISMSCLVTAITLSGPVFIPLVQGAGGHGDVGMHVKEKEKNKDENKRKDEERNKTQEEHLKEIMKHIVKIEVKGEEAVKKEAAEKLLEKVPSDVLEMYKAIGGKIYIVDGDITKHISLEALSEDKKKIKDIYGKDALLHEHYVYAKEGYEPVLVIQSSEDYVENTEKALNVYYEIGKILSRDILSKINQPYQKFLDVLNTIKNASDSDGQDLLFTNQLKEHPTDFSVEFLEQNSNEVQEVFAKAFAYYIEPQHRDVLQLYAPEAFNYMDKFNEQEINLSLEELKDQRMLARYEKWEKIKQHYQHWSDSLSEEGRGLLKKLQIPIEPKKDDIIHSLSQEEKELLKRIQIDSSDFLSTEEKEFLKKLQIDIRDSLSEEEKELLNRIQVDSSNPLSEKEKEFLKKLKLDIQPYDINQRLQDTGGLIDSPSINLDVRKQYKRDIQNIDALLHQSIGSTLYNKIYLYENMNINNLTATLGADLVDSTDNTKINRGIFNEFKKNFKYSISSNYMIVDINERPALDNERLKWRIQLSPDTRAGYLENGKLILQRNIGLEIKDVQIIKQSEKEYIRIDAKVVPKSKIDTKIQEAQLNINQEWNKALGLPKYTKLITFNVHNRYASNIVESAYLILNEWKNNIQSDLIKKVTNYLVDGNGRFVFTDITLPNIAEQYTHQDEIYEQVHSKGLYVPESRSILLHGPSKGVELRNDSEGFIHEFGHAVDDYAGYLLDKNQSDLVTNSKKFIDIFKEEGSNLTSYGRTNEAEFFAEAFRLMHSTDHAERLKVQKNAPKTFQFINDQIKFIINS
PfHsp40 rescue: restores yeast growth despite PfHsp40 toxicity | S. cerevisiae expressing PfHsp40, growth rescue, ATP luminescence | growth rescue, % at 12.5 µM | 0.68% of 340,000 active; in the data active means growth rescue above about 28%, passing the limit was not always enough; inconclusive means no clear call, values can overlap the other calls;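 further: yeast W303a lacking pdr1 and pdr3 grown in galactose medium; growth measured after three days at 30 °C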
GDH-TPI counter: GDH-TPI coupled enzyme inhibition counter-screen | GDH-TPI coupled enzyme counterscreen, NADH absorbance | inhibition, % at 4.8 µM | 1.2% of 360,000 active | AID 588335; in the data active means inhibition above about 30%;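 further: 0% = DMSO wells and 100% = wells lacking the enzyme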
BoNT-A LC inh2: blocks Botulinum neurotoxin A light chain protease | multiplex microsphere protease substrate cleavage, flow cytometry | inhibition, % at 10 µM | AID 588499 | 0.17% of 360,000 active; further: plate controls were buffer without enzyme for full effect and enzyme alone for no effect
Mtb UGM inh: inhibitors of M. tuberculosis UDP-galactopyranose mutase; P9WIQ1; purified UGM, fluorescence polarization probe displacement; inhibition, % at 10 µM; 0.06% of 320,000 active; in the data active means inhibition above about 10%, passing the limit was not always enough; inconclusive means no clear call, values can overlap the other calls
FBA Mtb inh: inhibits M. tuberculosis FBA enzyme | P9WQA3 | purified M. tuberculosis FBA, fluorescence read-out | inhibition, % at 1 µM | 2.3% of 360,000 active | AID 588726; in the data active means inhibition above about 27%;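 further: 0% = vehicle and 100% = reference inhibitor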
* marks the source's active call; other numbers are inactive results; u = inconclusive; x = no result given. Unless noted, no stated cut-off is given here; in the data, active means inhibition above about 30%; inconclusive means no clear call, values can overlap the other calls; inactive means below that.

SMILES	FadD28 binding	BoNT F protease	BioA inh	Anthrax LF inh2	PfHsp40 rescue	GDH-TPI counter	BoNT-A LC inh2	Mtb UGM inh	FBA Mtb inh
Cc1cc(C)cc(NC(=O)CSc2nncn2-c2ccccn2)c1	-2.2	-4	1.3	-2	0.3	-9	-0.4	-0.7	0
COC(=O)c1ccccc1NC1c2ccccc2C(=O)N1c1cccnc1 (stereo unspecified)	-0.7	-4	1.5	-6	0.1	11	0.1	0.0	7
Cc1nnc(NC(=O)c2ccc(S(=O)(=O)N3CCOCC3)cc2)s1	0.4	x	x	x	0.0	15	x	-0.5	1
Cc1ccc(OCCC(=O)OCC(=O)N2CC(=O)Nc3ccccc32)cc1	x	2	-5.6	9	1.0	0	0.9	-0.5	6
CC(=O)NC1Sc2ccccc2N=C1c1ccccc1 (stereo unspecified)	-4.2	-4	-1.9	-3	0.0	3	-0.2	0.5	1
O=C1N(c2ccccc2)c2ccccc2C1(O)C(F)(F)F (stereo unspecified)	-2.3	28	-0.8	36*	-0.5	10	0.7	-0.3	4
CC(C)CCN1CCN(C/C=C/c2ccco2)CC1CCO (stereo unspecified)	-4.5	-16	5.2	-4	1.7	-1	-0.3	1.5	0
Cc1ccc(SCCOCCN2CCc3ccccc3C2)cc1	-0.9	5	-1.6	-3	-1.0	11	0.4	-0.3	-1
CCC(C)(C)NC(=O)C(c1cccn1C)N(C(=O)Cn1nnc2ccccc21)c1ccc(OC)cc1 (stereo unspecified)	-3.3	-3	1.4	-5	-0.6	-6	-0.5	-0.2	3
COc1cc(CNC(=O)CCn2nc(C)c3c(C)n(-c4ccccc4)nc3c2=O)cc(OC)c1OC	-4.0	4	0.8	1	0.0	-5	1.1	-4.0	0
COc1ccc(/C=C/C=N/NC(=O)COc2ccc(OC)cc2)cc1	-1.6	-7	x	0	2.3	27	-0.1	-1.5	-3
COC(=O)C1=C(c2c(C)noc2C)C[C@@H]2CC[C@H]1N2C(=O)NCCOc1ccc(OC)cc1	-1.8	-2	-0.4	2	1.3	4	0.5	-0.4	1
COc1ccc(Nc2nc(Cl)nc(NCc3ccco3)n2)c(OC)c1	0.0	-2	-2.8	-3	-0.5	-4	1.5	-2.6	2
N#Cc1ccc(NCCc2ccccn2)c([N+](=O)[O-])c1	u	u	1.6	13	0.8	-18	1.7	0.0	2
O=Cc1ccc(OCc2cccc(C(F)(F)F)c2)cc1O	-3.6	1	x	-5	-1.2	0	-0.3	2.6	3
CCOc1ccc(NC(=O)c2cc3ccccc3cc2O)cc1	-1.1	5	4.8	2	-1.1	5	1.7	-1.3	2
CC(=O)Nc1ccc(S(=O)(=O)Nc2nnc(CC(C)(C)C)s2)cc1	0.2	-1	x	1	0.8	-2	-0.6	3.3	2
COc1ccc(CCn2c(Br)nc3c2c(=O)[nH]c(=O)n3C)cc1	0.0	-3	x	3	-0.4	5	-3.4	1.7	-1
Nc1ccc2[nH]ncc2c1	-1.8	-26	1.4	-11	-0.3	2	-0.5	-3.7	26
CN1Cc2cc(C(=O)c3ccccc3O)cnc2NC1=O	-2.1	-10	7.7	0	-1.3	8	0.1	3.0	0
CC(c1ccccc1)N1C(=O)/C(=C/c2ccncc2)SC1=S (stereo unspecified)	-1.5	-21	-0.9	10	-2.0	7	-2.4	-1.7	3
N#Cc1c(Nc2ccccc2)c(/C=N/NCCO)c[nH]c1=O	-0.1	-2	x	2	-0.6	3	-1.2	-0.8	-1
CC(=O)c1ccc(N2CCN(C(=O)Cc3n[nH]c(=O)c4ccccc34)CC2)cc1	0.9	-2	-1.9	-1	1.0	16	0.2	0.7	-3
O=C(NC1CCCCC1)C(c1ccncc1)N(C(=O)c1csnn1)c1ccccc1F (stereo unspecified)	0.0	6	0.6	0	-1.7	4	1.3	3.4	-1
OCC1(Cc2ccc(Cl)cc2)CCN(Cc2ccc(F)c(F)c2)CC1	-1.8	3	6.8	-8	-0.3	5	0.5	-1.6	0
Additional records follow:
SMILES	FadD28 binding	BoNT F protease	BioA inh	Anthrax LF inh2	PfHsp40 rescue	GDH-TPI counter	BoNT-A LC inh2	Mtb UGM inh	FBA Mtb inh
COc1ccccc1/C=C\C=N\n1c(-c2ccc(Cl)cc2Cl)n[nH]c1=S	2.8	-3	x	0	-1.6	22	-0.5	-0.8	0
Cc1ccc(-c2nnc(-c3ccc(NC(=O)c4ccco4)cc3)o2)cc1	-0.8	6	-2.1	-1	-1.5	27	0.0	-2.4	2
Cc1ccc2c(c1)N(CC(=O)N1CCN(C3CCCCC3)CC1)C(=O)CO2	x	-1	-0.6	-1	-0.4	-5	-0.3	-2.8	-1
Cc1nn(-c2ccccc2)c(Cl)c1C(=O)N1CCN(c2ncnc3c2cnn3-c2ccccc2)CC1	-3.5	-2	0.0	-1	-1.0	9	1.1	-3.8	-2
COC(=O)C1CCN(C(=O)COc2ccc(Cl)cc2)CC1	-1.2	10	0.5	-5	-0.1	-10	-0.2	-0.9	-1
Cc1[nH]oc(=O)c1N=Nc1ccccc1	-1.5	7	x	0	-0.9	23	0.4	1.9	-5
O=C(N1CCCCCC1)N1CCN(C(=O)N2CCOCC2)CC1	-0.8	-14	-1.7	-3	-0.4	10	0.1	-0.9	2
COc1cccc(/C=C/C(=O)N2CCN(S(=O)(=O)c3ccccc3)CC2)c1OC	-1.3	3	-2.7	4	1.6	10	1.2	0.1	0
O=c1[nH][nH]c(-c2ccccc2)c1C=Nc1ccccc1Cl	-2.5	-5	1.3	0	0.4	5	0.1	2.0	-2
CC1CN(C(=O)C(C)N2CCN(c3ccccc3Cl)CC2)CC(C)O1 (stereo unspecified)	-0.2	0	x	-5	-0.1	-1	1.0	-1.8	-2
COC1CCCN(Cc2c(C(=O)N3CCN(C4CCCCC4)CC3)nc3ccccn23)C1 (stereo unspecified)	-1.9	1	1.1	1	-0.9	0	2.6	2.0	6
CCCCCC(=O)Nc1ccc(N2CCN(CC)CC2)c(Cl)c1	-2.3	-5	-4.4	2	-0.9	4	-1.9	-2.0	2
CN1CCN(C2CN(C3CCCC3)S(=O)(=O)C2)CC1 (stereo unspecified)	-2.0	-11	-0.9	-12	x	x	-1.7	x	1
Cc1ccc(C2C3=C(CCCC3=O)Nc3[nH]c(=S)[nH]c(=O)c32)cc1 (stereo unspecified)	-2.8	-10	-0.6	-22	18	7	-1.9	0.0	2
COc1ccc(CCNS(=O)(=O)CCNC(=O)c2ccc3c(c2)OCO3)cc1OC	-3.3	-66	0.6	-8	-0.5	-6	-41	-0.5	-2
NC(=O)Nc1ccc(C(=O)OCC(=O)Nc2sccc2C(N)=O)cc1	-11	-4	-1.9	u	0.3	5	1.7	x	2
Cc1cc(C)c2nc(-c3ccccc3)ccc2c1	-1.3	-1	1.2	-3	x	x	-0.7	x	-3
O=C(CCn1c(=O)oc2ccccc21)NCCN1CCOCC1	-0.6	-17	-0.6	-7	-0.5	-2	-0.2	0.1	1
Nn1c(Nc2ccccc2)nc2sc3c(c2c1=O)CCCC3	0.0	-2	x	-10	-2.4	4	-1.7	0.0	3
CN(Cc1ccccc1)C(=O)CNC(=O)Cn1cnc2ccccc2c1=O	0.0	-15	-0.9	2	0.2	6	0.6	0.2	0
O=C1C(C=NCc2ccco2)=C(O)c2ccccc21	-0.7	2	-1.3	0	-1.1	26	1.0	-1.9	-3
Cc1ccc(NC(=O)Cc2cn(C)c3ccccc23)cc1F	-1.8	-4	-0.3	0	2.1	10	-0.3	-1.0	-2
Cc1ccc(NC(=O)Nc2ccc3c(c2)OCO3)cc1F	0.6	7	-0.8	2	-0.2	7	1.5	-1.7	1
CCOc1ccccc1NCN1C(=O)c2ccccc2C1=O	0.1	-5	-1.3	2	x	8	0.1	x	4
C[C@H](CO)N1C[C@H](C)[C@@H](CN(C)S(=O)(=O)c2cccs2)Oc2c(NS(=O)(=O)c3ccccc3)cccc2C1=O	0.2	-4	-0.1	-12	0.2	3	-0.9	-4.1	7

12 entries already listed, sorted by length of the SMILES, low to high.
SMILES	FadD28 binding	BoNT F protease	BioA inh	Anthrax LF inh2	PfHsp40 rescue	GDH-TPI counter	BoNT-A LC inh2	Mtb UGM inh	FBA Mtb inh
Cc1[nH]oc(=O)c1N=Nc1ccccc1	-1.5	7	x	0	-0.9	23	0.4	1.9	-5
Cc1cc(C)c2nc(-c3ccccc3)ccc2c1	-1.3	-1	1.2	-3	x	x	-0.7	x	-3
O=C1C(C=NCc2ccco2)=C(O)c2ccccc21	-0.7	2	-1.3	0	-1.1	26	1.0	-1.9	-3
Cc1ccc(NC(=O)Cc2cn(C)c3ccccc23)cc1F	-1.8	-4	-0.3	0	2.1	10	-0.3	-1.0	-2
COC(=O)C1CCN(C(=O)COc2ccc(Cl)cc2)CC1	-1.2	10	0.5	-5	-0.1	-10	-0.2	-0.9	-1
O=C(N1CCCCCC1)N1CCN(C(=O)N2CCOCC2)CC1	-0.8	-14	-1.7	-3	-0.4	10	0.1	-0.9	2
O=c1[nH][nH]c(-c2ccccc2)c1C=Nc1ccccc1Cl	-2.5	-5	1.3	0	0.4	5	0.1	2.0	-2
NC(=O)Nc1ccc(C(=O)OCC(=O)Nc2sccc2C(N)=O)cc1	-11	-4	-1.9	u	0.3	5	1.7	x	2
Cc1ccc2c(c1)N(CC(=O)N1CCN(C3CCCCC3)CC1)C(=O)CO2	x	-1	-0.6	-1	-0.4	-5	-0.3	-2.8	-1
COc1ccccc1/C=C\C=N\n1c(-c2ccc(Cl)cc2Cl)n[nH]c1=S	2.8	-3	x	0	-1.6	22	-0.5	-0.8	0
COc1ccc(CCNS(=O)(=O)CCNC(=O)c2ccc3c(c2)OCO3)cc1OC	-3.3	-66	0.6	-8	-0.5	-6	-41	-0.5	-2
Cc1ccc(C2C3=C(CCCC3=O)Nc3[nH]c(=S)[nH]c(=O)c32)cc1 (stereo unspecified)	-2.8	-10	-0.6	-22	18	7	-1.9	0.0	2

Next entries follow:
SMILES	FadD28 binding	BoNT F protease	BioA inh	Anthrax LF inh2	PfHsp40 rescue	GDH-TPI counter	BoNT-A LC inh2	Mtb UGM inh	FBA Mtb inh
COc1cc(NC(=S)NCCCN2CCOCC2)c(OC)cc1Cl	-1.6	-5	-1.5	-2	-0.4	7	-0.8	2.3	1
COc1cc(C(=O)NCC(c2cccs2)N2CCOCC2)ccc1OCc1ccc(Cl)cc1 (stereo unspecified)	-32	-4	0.3	-1	x	7	-0.2	x	-4
Cc1ccc(S(=O)(=O)N2CCN(S(=O)(=O)N3CCCCCC3)CC2)cc1	-1.7	0	x	0	0.2	5	0.1	2.4	0
Cc1ccc(-n2c(=S)[nH]c3sc4c(c3c2=O)CCc2ccccc2-4)cc1	-3.1	0	x	0	-1.1	-3	-0.4	-0.7	-2
Cc1ccc(Cn2c(NC(=O)c3ccco3)nc3ccccc32)cc1	-1.1	0	-1.0	-12	-0.2	37*	-0.9	1.3	4
CCCOc1cc(N)ccc1C(=O)OCCN(CC)CC	-0.4	3	-0.9	-2	-0.1	11	0.0	-0.5	2
O=C(Nc1ccc(S(=O)(=O)N2CCCC2)cc1)c1ccc(Br)o1	-2.4	-7	1.7	-10	-1.2	-4	-3.5	0.1	0
COc1ccc(-c2cc(C(=O)N3CCN(c4ccccc4)CC3)no2)cc1OC	0.2	-4	x	-4	-1.0	6	0.0	0.3	0
Cc1ccc(CONC(=O)c2cccc([N+](=O)[O-])c2)cc1	-2.9	4	-0.9	1	-0.1	-4	1.4	-3.6	-1
CC1N(C)c2cc(NC(=O)c3cccs3)c(P(=O)(Nc3ccc([N+](=O)[O-])cc3)N3CCOCC3)cc2C1(C)C (stereo unspecified)	-1.7	-8	x	-7	1.7	9	-0.3	0.5	-2
Cc1ccc(-c2nnn(CC(=O)N(c3ccccc3)C(C(=O)NC(C)(C)C)c3cccs3)n2)o1 (stereo unspecified)	-1.9	22	-0.3	3	-1.2	9	0.2	-2.0	2
S=c1[nH]c2ccc(Cl)cc2s1	2.2	-6	x	3	0.8	1	-8.4	4.8	0
O=C(CNc1ccccc1)NN=C1CCCC1	-0.1	3	4.5	2	-0.2	4	0.3	6.4	-2
CCc1ccc(-c2cn3c(n2)SCC3)cc1	-0.4	0	-4.1	1	0.6	1	0.0	-1.4	1
Cc1ccc(C(=O)O/N=C(\N)c2ccc(Br)cc2)cc1C	-2.0	5	-0.9	0	-0.5	-7	0.3	-3.3	4
